D3 ag: D3 dopamine receptor (human) agonism | P35462 | D3R DiscoveRx beta-arrestin cells, luminescence, 90 min | max activation, % | hit rate 0.58% among 410,000; in the data active = max activation above about 30%; note: 0% is about no effect; mostly tested at two doses, the higher about 12 µM
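Cells at 1500/well, incubated overnight, then treated with pinned compounds (dopamine as control) for 90 min at 37 degrees C. DiscoveRx reagent added for 30 - 60 minutes at room temperature; luminescence read.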
PI5P4K alpha inh: PI5P4K alpha (human) kinase inhibition. hit rate 1.2% among 330,000. P48426. PI5P4Kalpha enzyme, ADP-Glo luminescence, 60 min; active compounds read low. max response, %. AID 652105; active = max response of -50% or lower; inconclusive = between -30% and -50%; inactive = -30% or higher; note: value at the top dose of about 77 µM; % is set by controls: 0 for no effect and ±100 for the full control effect
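ADP-Glo luminescence end-point read after a 60 min room-temperature kinase reaction of PI5P4Kalpha plus substrate, initiated with ATP at 5 microM final. Buffer: 0.038 M HEPES pH 7.4, EGTA, 0.1% CHAPS, 5% DMSO.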
IL2 activator: activates IL-2 in a cell-based reporter assay. activation, % (series mostly up to about 46 µM). IL-2 activation reporter assay, cell-based qHTS; stimulated with anti-CD3/CD4/CD28 beads; in transgenic mouse T cells. hit rate 0.065% among 360,000; in the data active = activation above about 50%; inconclusive = mostly about 30% to 49%; note: 0% is about no effect
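EGFP and DsRed fluorescence is measured by plate cytometry in unstimulated transgenic mouse T cells exposed to compound for 60 minutes, then stimulated 18 hours at 37 degrees C with anti-CD3/anti-CD4 beads plus anti-CD28.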
WRN helicase inh: blocks human WRN helicase. Potency, µM (top dose mostly 114 µM), inactives show top-dose activity change, negative = inhibition, actives largely listed as inhibitors. Q14191. hit rate 0.46% among 360,000. AID 651768. WRN helicase unwinding, fluorescent forked duplex, kinetic; note: potency is the fitted concentration of half-maximal effect; % is set by controls: 0 for no effect and ±100 for the full control effect; nearly all actives have a fitted effect of over 55% in size
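Kinetic fluorescence helicase assay: unwinding of a quenched forked DNA duplex (100 nM final) with 2 mM ATP final raises red fluorescence (525/598 nm). Compounds sat 15 min at room temperature with 20 nM WRN beforehand.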
HEK293 tox: cytotoxicity in counter-screen for GLP-1R inverse agonists; AID 624418; HEK293 cAMP-luciferase reporter cells, luminescence, 24 h; hit rate 0.13% among 410,000; Potency, µM (series often up to 38.3 µM), for inactives: top-dose activity change, negative = inhibition, hits mostly inhibitors;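 note: loss of luciferase light is scored as toxicity; potency is the fitted concentration of half-maximal effect; % is set by controls: 0 for no effect and ±100 for the full control effect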
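Cells in DMEM/10% Nu serum/1% pen-strep, 1536-well format. Pre-incubated 12 h, dosed with 23 nL compound, incubated a further 24 h. Luciferase detection, 12 min at room temp, luminescence.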
DRD3 antagonist: antagonists of human D3 dopamine receptor | P35462 | D3R cells, DiscoveRx beta-arrestin luminescence, antagonist mode; active compounds read low | max response, negative = inhibition, % | hit rate 2.5% among 360,000; in the data active = max response below about -50%; inconclusive = no clear call, values can overlap the other calls; note: % is set by controls: 0 for no effect and ±100 for the full control effect; mostly tested at two doses, the higher about 12 µM
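Cells expressing the human receptor were seeded at 1500 cells/well, incubated overnight at 37 degrees C in 5% CO2, then exposed to library compounds with dopamine controls for 90 minutes at 37 degrees C before luminescent detection.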
GLP1R inv ag: inverse agonists of human GLP-1 receptor; hit rate 1.6% among 410,000; Potency, µM (titrated, usually from 38.3 µM), for the others: at the highest dose activity change, negative = inhibition, most hits filed as inhibitors; HEK293 GLP-1R CRE-luciferase, luminescence, 24 h; GLP-1R form is constitutively active; P43220; note: potency is the fitted concentration of half-maximal effect; % is set by controls: 0 for no effect and ±100 for the full control effect; nearly all actives have a fitted effect of over 55% in size
Target sequence (P43220 whole entry, looked up): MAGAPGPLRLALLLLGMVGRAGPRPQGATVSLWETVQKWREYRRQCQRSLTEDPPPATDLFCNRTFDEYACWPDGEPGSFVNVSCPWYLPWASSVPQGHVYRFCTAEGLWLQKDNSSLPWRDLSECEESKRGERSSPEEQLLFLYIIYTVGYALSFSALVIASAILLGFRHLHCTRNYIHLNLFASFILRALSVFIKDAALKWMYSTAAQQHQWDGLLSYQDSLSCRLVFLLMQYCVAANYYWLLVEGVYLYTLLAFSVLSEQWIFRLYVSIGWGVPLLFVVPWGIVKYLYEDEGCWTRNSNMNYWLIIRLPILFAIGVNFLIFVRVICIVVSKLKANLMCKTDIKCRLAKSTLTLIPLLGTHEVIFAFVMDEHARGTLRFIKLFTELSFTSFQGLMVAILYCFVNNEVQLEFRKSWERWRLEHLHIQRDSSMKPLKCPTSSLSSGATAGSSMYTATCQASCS
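Stable HEK293 clone (constitutively active GLP-1R + cAMP-response luciferase); 200 cells/uL plated, 12 h pre-culture, compound 24 hr, 37 deg C/5% CO2; detection reagent 12 min RT; luminescence.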
GLP-1R agonist: activates the human GLP-1 receptor | hit rate 0.007% among 380,000 | AID 624172 | Potency, µM (series often up to 45.6 µM), inactives show at the highest dose activation, usual class: activators | HEK293 GLP-1R CRE-luciferase, luminescence, 4-6 h; cells express a hypersensitive GLP-1R form | P43220; note: potency is the fitted concentration of half-maximal effect; % of control where 0% means no effect
PLK1 PBD block: PLK1 (human) polo-box domain binding inhibition | Potency, µM, for the others: max response, negative = inhibition, actives largely listed as inhibitors | Plk1 PBD binding of FITC phosphopeptide, fluorescence polarization | hit rate 2.8% among 360,000; note: potency is the fitted concentration of half-maximal effect; series mostly up to about 57 µM; % is set by controls: 0 for no effect and ±100 for the full control effect; nearly all actives have a fitted effect of over 65% in size
Target sequence (P53350 whole entry, looked up, the tested form may be a part): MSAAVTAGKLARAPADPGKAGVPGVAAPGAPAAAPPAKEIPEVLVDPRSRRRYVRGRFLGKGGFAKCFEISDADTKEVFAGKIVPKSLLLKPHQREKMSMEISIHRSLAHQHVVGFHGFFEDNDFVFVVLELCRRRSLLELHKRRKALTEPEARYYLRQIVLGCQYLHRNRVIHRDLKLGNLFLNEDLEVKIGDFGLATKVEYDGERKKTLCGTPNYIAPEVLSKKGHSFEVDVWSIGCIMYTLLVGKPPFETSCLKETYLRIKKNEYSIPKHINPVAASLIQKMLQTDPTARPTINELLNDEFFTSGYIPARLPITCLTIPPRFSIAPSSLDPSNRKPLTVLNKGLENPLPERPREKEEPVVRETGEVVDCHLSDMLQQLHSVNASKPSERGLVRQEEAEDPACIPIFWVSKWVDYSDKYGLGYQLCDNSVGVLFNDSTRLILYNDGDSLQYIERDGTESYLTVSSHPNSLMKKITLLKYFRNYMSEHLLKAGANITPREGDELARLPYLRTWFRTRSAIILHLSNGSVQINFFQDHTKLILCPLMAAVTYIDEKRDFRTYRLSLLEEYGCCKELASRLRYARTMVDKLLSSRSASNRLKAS
Active calls of the source: *; u = inconclusive; x = not tested or not shown; [ ] = remark or other dose. Unless noted, calls come from the whole dose curve; as a rule, active = well fitted curve in the direction sought with a large enough effect; inconclusive = small, poorly fitted or top-dose-only effect, or another doubt; inactive = no such curve, though single readings can be large; an effect the other way counts as inactive or inconclusive.

smiles	D3 ag	PI5P4K alpha inh	IL2 activator	WRN helicase inh	HEK293 tox	DRD3 antagonist	GLP1R inv ag	GLP-1R agonist	PLK1 PBD block
Nc1nc(-c2cccs2)c(-c2cccs2)s1	-2	1	1.7	-1%[57.1 µM]	-4%	-20	u	12%	u
O=C(Cc1n[nH]c(=O)c2ccccc12)Nc1cc(Cl)ccc1-n1cncn1	-6	1	-3.5	6%	1%	2	16%	11%	-1%
COc1ccc(CCN(C)C(=O)C2CCN(Cc3cccc(OC)c3OC)CC2)cc1OC	2	1	1.8	-1%	-6%	-15	40%	-8%	-3%
Cc1ccc(NCC(=O)N=Nc2c(O)[nH]c3ccc([N+](=O)[O-])cc23)cc1	-19	u	-3.4	-15%	u	-20	32%[activator]	15%	-22%
COc1ccc(CNC(=O)CCSc2nc(-c3ccc4c(c3)OCO4)cc(C(F)(F)F)n2)cc1	-1	3	-2.1	2%	2%	6	u	-3%	-10%
CC1(C(=O)NCc2cccc3ccccc23)CCN1C(=O)Cc1ccc(-c2ccccc2)cc1 (stereo not drawn)	22	37	-0.6	-6%	-11%	117	u	-4%	-4%
Cc1ccccc1NCCC(=O)Nc1ccc(Cl)cc1	-9	11	1.8	6%	2%	-9	u	11%	-5%
COc1ccc(NC(=O)CSc2c3c(nc4cc(Cl)ccc24)CCCC3)cc1OC	14	3	-5.5	-19%	u	1	-9%	-5%	-15%
COc1ccc(NC(=O)CSc2nncc(=O)n2N)cc1OC	-1	-5	-2.3	-20%	-1%	-3	15%	-2%	-6%
CCN(CC)c1nc(C#N)nc(N(CC)CC)n1	2	14	2.2	-6%	-2%	14	2%	1%	2%
COc1ccc2cc(C(c3nnnn3CCc3ccccc3)N3CCC(O)CC3)c(=O)[nH]c2c1 (stereo not drawn)	1	4	1.1	7%	-21%	-11	0%	-8%	5%
COc1ccc(CNCCC(c2ccccc2)C2CCOC(C)(C)C2)cc1 (stereo not drawn)	-2	9	-2.8	1%	-9%	11	u	5%	0%
O=C(NCC1CC1)c1cc([N+](=O)[O-])cc([N+](=O)[O-])c1	7	2	-2.9	0%	9%	6	26%	7%	-1%
COc1cccc(NC(=O)Nc2ccc3c(c2)nc(C)n3C)c1	-11	2	-0.8	-35%[57.1 µM]	2%	-22	u	-1%	-13%
O=C(OCC(=O)N1CCN(Cc2ccccc2)CC1)c1ccc(Cl)cc1	3	-3	-2.7	-4%	-12%	10	11%	-1%	0%
O=C(CSc1nnc(SCc2ccccc2)s1)N/N=C/C=C\c1ccco1	13	-82*	1.4	u	0%	4	-8%	0%	u
Cc1ccc(NC(=O)COC(=O)CNC(=O)c2cccc([N+](=O)[O-])c2)cc1S(=O)(=O)N1CCCCCC1	5	6	-1.1	-12%	-2%	19	-12%	4%	0%
O=C(O)c1ccc(CSc2nnc(-c3ccco3)n2-c2ccccc2)cc1	-1	0	-1.6	14%	-1%	-5	10%	-3%	3%
CCC(N1CCOC1=O)S(=O)(=O)c1ccc(C)cc1 (stereo not drawn)	-1	-2	-2.9	4%	-12%	-22	5%	-8%	-13%
O=C(Cc1ccc(F)cc1)N1CCN=C1SCc1ccc([N+](=O)[O-])cc1	-1	14	-0.9	-4%	-6%	-10	u	-4%	-18%

Further compounds.
smiles	D3 ag	PI5P4K alpha inh	IL2 activator	WRN helicase inh	HEK293 tox	DRD3 antagonist	GLP1R inv ag	GLP-1R agonist	PLK1 PBD block
COc1ccc(Br)c(C(=O)N(C)CC(=O)Nc2ccc(N3CCOCC3)cc2)c1	9	1	-2.1	12%	-2%	-6	16%	-18%	-7%
CC1CN(S(=O)(=O)c2ccc(F)cc2)C(C)N1C(=O)N1CCOCC1 (stereo not drawn)	-1	-16	-2.3	4%	-7%	10	20%	7%	3%
Cc1ccc(S(=O)(=O)N(C)c2ccc(C(=O)O)cc2)cc1	1	2	0.2	-5%	25%	7	10%	0%	-13%
CCCCN1CC(N2CCN(Cc3ccccc3)CC2)CS1(=O)=O (stereo not drawn)	-8	-1	0.1	-2%	0%	u	u	2%	-1%
CC(C)(CNC(=O)c1cc([N+](=O)[O-])ccc1N1CCC(Cc2ccccc2)CC1)N1CCOCC1	-8	3	0.3	-2%	-8%	-17	u	-7%	2%
CC1=C(C(=O)OC2CCCCCC2)C(c2cccc(Cl)c2)CC(=O)N1 (stereo not drawn)	3	x	x	x	13%	x	-17%	-4%	x
O=C(NCCN1C(=O)S/C(=C\c2ccc(F)cc2)C1=O)C1CCN(S(=O)(=O)c2cccs2)CC1	-14	-10	-3.3	9%	6%	-2	-9%	4%	27µM*
COc1cccc(OCCCCCCN2CCOCC2)c1	-13	9	0.3	4%	7%	17	-23%	25%	-9%
COc1cccc(CC(NC(C)=O)C(=O)NC2CCN(C(=O)c3ccc(Cl)cc3)CC2)c1 (stereo not drawn)	3	-9	0.5	7%	-1%	3	13%	10%	-1%
Cc1ccccc1OCc1nnc(SCC(=O)O)n1Cc1ccccc1	-1	-1	4.0	6%	0%	11	10%	2%	6%
C[C@H](CO)N1C[C@H](C)[C@@H](CN(C)CC2CCCCC2)Oc2ccc(NS(C)(=O)=O)cc2C1=O	-20	-1	-0.3	7%	u	-25	13%	-1%	-9%
c1ccc(CNc2nc(-c3ccccn3)nc3ccccc23)cc1	-15	-4	-3.6	-3%	-45%	-74*	u	3%	-1%
CC(=O)Nc1ccc(S(=O)(=O)N(C)CC(=O)OCC(=O)NC(C)C23CC4CC(CC(C4)C2)C3)cc1 (stereo not drawn)	1	-7	1.6	-12%	-19%	6	32%	1%	5%
CN(C)C(CNC(=O)Cc1ccc([N+](=O)[O-])cc1)c1ccccc1 (stereo not drawn)	-11	3	2.2	-3%	1%	-19	-3%	0%	-4%
O=C1CS(=O)(=O)N(Cc2cccc(F)c2)c2ccc(Br)cc21	-3	-17	-0.8	-16%	-6%	-11	10µM*	-3%	-9%
Cc1nc(COc2ccc(C(=O)Nc3ccccc3N3CCOCC3)cc2)cs1	1	0	-0.5	7%	-6%	3	-25%	10%	-4%
CN1CCN(C(=S)SCc2nc(N)nc(Nc3ccc(F)cc3)n2)CC1	5	1	0.4	-6%	-1%	-8	-18%	17%	-7%
CCn1c(SCc2ccccc2)nnc1-c1cccnc1	1	0	-2.3	4%	-4%	5	12%	3%	-3%
Cc1ccc(S(=O)(=O)C(C#N)c2nc3ccccc3nc2N2CCC(C)CC2)cc1 (stereo not drawn)	7	-5	0.3	4%	94%[activator]	26	-2%	-4%	-19%
O=C(O)c1cc(S(=O)(=O)Nc2ccccc2Cc2ccccc2)ccc1Cl	2	-3	0.2	3%	0%	-9	4%	5%	-3%

Single records, as listed above:
Listed for O=C1CS(=O)(=O)N(Cc2cccc(F)c2)c2ccc(Br)cc21 : D3 ag = -3; PI5P4K alpha inh = -17; IL2 activator = -0.8; WRN helicase inh = -16%; HEK293 tox = -6%; DRD3 antagonist = -11; GLP1R inv ag = 10µM*; GLP-1R agonist = -3%; PLK1 PBD block = -9%
Listed for COc1ccc(CCN(C)C(=O)C2CCN(Cc3cccc(OC)c3OC)CC2)cc1OC : D3 ag = 2; PI5P4K alpha inh = 1; IL2 activator = 1.8; WRN helicase inh = -1%; HEK293 tox = -6%; DRD3 antagonist = -15; GLP1R inv ag = 40%; GLP-1R agonist = -8%; PLK1 PBD block = -3%

(list continues)
smiles	D3 ag	PI5P4K alpha inh	IL2 activator	WRN helicase inh	HEK293 tox	DRD3 antagonist	GLP1R inv ag	GLP-1R agonist	PLK1 PBD block
O=C(NC(=O)c1ccccc1F)OCc1ccc(Cl)cc1Cl	2	0	1.7	9%	1%	38	-14%	u	-12%
O=C(COc1ccc(Cl)cc1Cl)Nc1cccc(-c2ccc(N3CCOCC3)nn2)c1	-13	-7	-0.8	2%	19%	-17	5%	-2%	-8%
C/C(=N\NC(=O)c1nn(C)c(C)c1Br)c1ccc(NC(=O)c2ccc(C)s2)cc1	-3	0	-2.7	-2%	-8%	2	7%	11%	-8%
Cc1cccc(N(C(=O)c2ccco2)C(C(=O)NC2CCCC2)c2ccco2)c1C (stereo not drawn)	-3	4	-0.4	6%	8%	-27	u	5%	-9%
O=C(COC(=O)CNS(=O)(=O)c1ccc(Br)cc1Cl)Nc1ccc(N2CCOCC2)cc1	1	-7	1.5	-6%	-8%	-9	17%	-6%	-7%
CCOc1ccc(NC(=O)C(C)Oc2ccc(C#N)cc2)cc1S(=O)(=O)N1CCCC1 (stereo not drawn)	-15	1	0.4	1%	-3%	u	11%	-2%	-10%
CCOC(=O)c1ccc(NCCc2ccc(OC)c(OC)c2)c(N)c1	3	12	-0.9	-19%	-5%	14	1%	20%	-5%
O=C(O)c1cc(-c2cccs2)nc2cc3c(cc12)OCCO3	5	-2	-3.1	-2%	2%	-21	1%	-1%	-6%
O=C(c1ccco1)N1CCN(S(=O)(=O)Cc2ccccc2Cl)CC1	-5	-1	1.1	13%	-5%	-1	-4%	5%	-18%
Cn1c(C(=O)NCCc2ccsc2)cc2c(=O)n(C)c3ccccc3c21	0	0	-4.3	-1%	-1%	3	11%	7%	1%
Cc1ccc(S(=O)(=O)N2CCN(C(=O)CSc3nc(N)cc(=O)[nH]3)CC2)c(C)c1	3	u	4.9	3%[11.6 µM]	19%	6	4%	3%	-9%
Cc1ccc(C(=O)NNC(=O)c2ccc(C)cc2)cc1	2	-1	0.1	-4%	1%[7.66 µM]	12	14%[7.66 µM]	4%	-1%
N#Cc1ccc(C(=O)OCC(=O)NC(=O)NC2CCCCC2)cc1	-10	-10	0.3	-11%	-12%	21	5%	0%	1%

Screening data: PubChem, National Center for Advancing Translational Sciences (NCATS)
